# Source: PubChem (several laboratories)
# G6PDH CS: L. mesenteroides G6PDH inhibition counter-screen; Purified L. mesenteroides G6PDH, diaphorase/resazurin coupled fluorescence, 45 min; actives 0.12% (n = 200,000); AID 1020; inhibition, % at 5 µM; in the data active = inhibition above about 50%
# STAT3 inh: reduces IL-6 driven STAT3 reporter signal. U3A cells, IL-6 STAT3-luciferase reporter, luminescence; host cell line lacks STAT1. inhibition, % at 5.5 µM. actives 0.89% (n = 190,000). AID 862;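 active = inhibition above the mean inhibition across all screened compounds plus 3 SD, cut at about 44% in these data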;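 also: 0% = DMSO only wells and 100% = 100 µM nifuroxazide control wells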
# Hsp70 act: switches on Hsp70 transcription | actives 0.04% (n = 200,000) | activation, % at 10 µM | HeLa Hsp70 promoter luciferase reporter, luminescence; scaled: vehicle 0, proteasome-inhibitor control 100% | AID 1203;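 active = activation above the mean across all tested compounds plus 3 SD, cutoff set per campaign, cut at about 5.5% in these data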;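 also: 100% = MG132 at 30 µM as the positive control and 0% = DMSO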
# Diaphorase inh: counter-screen for diaphorase-based assays: diaphorase inhibitors and chemical oxidizers; diaphorase resazurin-to-resorufin fluorescence, NADH, 16 min; bacterial (C. kluyveri) enzyme, not human; actives 0.69% (n = 190,000); inhibition, % at 20 µM;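 active = primary screen inhibition at 20 µM above a set limit, cut at about 50% in these data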;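 also: plate controls were DMSO with full reaction for no effect and wells lacking NADH for full effect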
#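 Test system: Clostridium kluyveri diaphorase enzyme / Quantity: diaphorase at 0.14 U/mL in enzyme working solution / Incubation: 16-min room-temperature incubation before reading / Benchmarks: NADH-free wells as positive control, DMSO-only neutral wells / Signal: resorufin fluorescence 544/590 nm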
# STAT1 inh: inhibitors of IFN-gamma induced STAT1 signaling. NIH 3T3 STAT1-luciferase reporter, luminescence. inhibition, % at 5.5 µM. actives 0.35% (n = 200,000). AID 920;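 active = inhibition above a set limit, the mean inhibition across all tested compounds plus 3 SD, cut at about 34% in these data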;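 also: 0% = IFN-gamma with DMSO and 100% = IFN-gamma with 300 µM nifuroxazide; values of inactives mirror those of a sister screen read the other way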
# STAT1 act: activators of IFN-gamma induced STAT1 signaling. NIH 3T3 STAT1-luciferase reporter, luminescence; 100% = IFN-gamma alone, no compound. activation (% of control), % at 5.5 µM. actives 2.6% (n = 200,000). AID 932;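 active = activation above the screen-wide mean activation plus 3 SD, cut at about 130% in these data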;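 also: raw ratio to IFN-gamma control signal so 100% means no change and 0% no light; values of inactives mirror those of a sister screen read the other way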
# TLR4-MyD88 BLA: TLR4-MyD88 interaction inhibition in cells; O00206+Q99836; HeLa CL3-4 TLR4/MyD88 BLA complementation, FRET ratio; inhibition, % at 8.4 µM; actives 0.18% (n = 200,000); AID 861; in the data active = inhibition above about 25%;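 also: 0% = vehicle and 100% = reference inhibitor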
# Target sequence (O00206 whole entry, looked up): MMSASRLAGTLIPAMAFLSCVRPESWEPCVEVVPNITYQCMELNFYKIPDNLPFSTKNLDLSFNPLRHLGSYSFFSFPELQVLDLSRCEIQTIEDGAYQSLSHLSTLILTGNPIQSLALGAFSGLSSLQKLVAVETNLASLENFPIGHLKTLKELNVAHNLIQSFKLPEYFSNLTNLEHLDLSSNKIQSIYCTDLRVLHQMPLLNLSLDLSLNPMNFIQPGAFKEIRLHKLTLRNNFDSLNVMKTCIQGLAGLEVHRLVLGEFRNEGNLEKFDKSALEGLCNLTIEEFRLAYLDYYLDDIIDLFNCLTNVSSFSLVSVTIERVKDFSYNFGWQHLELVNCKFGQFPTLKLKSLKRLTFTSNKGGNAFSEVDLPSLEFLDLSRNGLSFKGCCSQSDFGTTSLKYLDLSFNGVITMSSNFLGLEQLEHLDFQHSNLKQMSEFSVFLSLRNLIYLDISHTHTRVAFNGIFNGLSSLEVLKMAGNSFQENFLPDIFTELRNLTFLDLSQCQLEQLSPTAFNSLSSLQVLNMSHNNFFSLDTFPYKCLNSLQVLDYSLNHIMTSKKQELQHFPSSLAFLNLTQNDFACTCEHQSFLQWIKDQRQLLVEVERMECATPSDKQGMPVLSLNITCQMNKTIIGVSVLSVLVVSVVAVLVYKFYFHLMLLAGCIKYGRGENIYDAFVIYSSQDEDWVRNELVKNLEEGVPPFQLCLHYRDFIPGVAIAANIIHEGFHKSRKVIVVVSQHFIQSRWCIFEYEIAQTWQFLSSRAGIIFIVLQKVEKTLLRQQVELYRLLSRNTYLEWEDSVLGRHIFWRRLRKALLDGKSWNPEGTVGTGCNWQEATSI
# Target sequence (Q99836 whole entry, looked up): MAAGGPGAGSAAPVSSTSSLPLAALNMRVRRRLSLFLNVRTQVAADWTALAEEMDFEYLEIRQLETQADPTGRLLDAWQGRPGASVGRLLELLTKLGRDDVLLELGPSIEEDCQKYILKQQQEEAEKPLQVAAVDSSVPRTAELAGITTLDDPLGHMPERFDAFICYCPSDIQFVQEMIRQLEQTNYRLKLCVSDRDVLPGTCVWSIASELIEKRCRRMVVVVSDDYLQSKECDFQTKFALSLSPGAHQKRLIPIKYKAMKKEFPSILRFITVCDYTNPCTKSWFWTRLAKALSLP
# STAT3 activator: STAT3 signaling activation | AID 871 | activation (% of control), % at 5.6 µM | U3A cells, IL-6 STAT3-luciferase reporter, luminescence; 100% = signal with IL-6 EC80 alone | actives 0.91% (n = 190,000);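 active = activation above the screen-wide mean of compound activation plus 3 SD, cut at about 130% in these data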;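 also: 0% = background luminescence of wells with medium and substrate only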
#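 Test system: Human STAT1-deficient U3A cells with stable STAT3-luciferase reporter | Also added: Interleukin-6, 33 ng/mL | Timing: Compound pre-incubation 1 h before IL-6, then 6 h stimulation at 37 °C | Technique: Luciferase reporter luminescence | Read-out: Percent of IL-6-only median luminescence | Benchmarks: IL-6-only wells as 100% reference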
# APP 5UTR inh: APP translation inhibition. actives 0.82% (n = 190,000). inhibition, % at 2 µM. SH-SY5Y APP 5'UTR-luciferase reporter, luminescence. AID 1285;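 active = inhibition above a set limit, derived from the sample mean plus 3 SD, cut at about 45% in these data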; also: values of inactives mirror those of a sister screen read the other way
# Diaphorase act: activates diaphorase or chemically reduces, flagging diaphorase assay artifacts; Diaphorase/resazurin coupled assay, resorufin fluorescence, 16 min; stronger effect = higher value; 1 = vehicle wells, 0 = NADH-free wells; activation factor at 20 µM; actives 0.005% (n = 190,000);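 active = diaphorase activity raised at least twofold by the compound at 20 µM; inactive = activation factor below 2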
#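 Material: Purified diaphorase enzyme from Clostridium kluyveri | Buffer or medium: 50 mM HEPES pH 7.4 with 4.542 mM MgCl2, 0.005% Tween 20 | Times: 16 min enzyme reaction, ambient temperature | Signal: Red resorufin fluorescence at 544/590 nm excitation/emission | Measure: Increased resorufin signal from activators or reducing compounds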
# Numbers without * were called inactive; nt = no result given.
nr	compound	G6PDH CS	STAT3 inh	Hsp70 act	Diaphorase inh	STAT1 inh	STAT1 act	TLR4-MyD88 BLA	STAT3 activator	APP 5UTR inh	Diaphorase act
1	O=C(Cn1cc(C(F)(F)F)ccc1=O)Nc1ccc(N2CCOCC2)cc1	20	-4	0.1	-16	0	98	14	105	9	1.2
2	COc1cccc(N(CC(=O)NCCSc2ccccc2)S(C)(=O)=O)c1	6	0	0.2	11	1	99	-14	101	-3	0.9
3	Nc1nn(-c2ccccc2)c(N)c1N=Nc1ccc2c(c1)OCO2	4	3	-0.2	13	-85	178*	-7	99	-92	0.9
4	CN(C)c1nc(N)nc(CSc2nnnn2-c2ccc(C(=O)O)cc2)n1	1	-9	-0.1	4	-3	110	3	108	nt	1
5	COc1ccc(C(=O)C2CCCN(Cc3cn[nH]c3-c3ccc(F)cc3)C2)cc1OC (centres undefined)	8	-4	-0.3	nt	4	95	8	106	10	nt
6	O=C(CSc1nncc2ccccc12)N1CCCCC1	2	-5	-0.2	-4	-32	130*	5	110	-22	1
7	COC(=O)CN1C(=O)C2(OCCCO2)c2cc(Br)ccc21	5	-2	0.0	-2	3	97	11	107	-18	1
8	O=C1c2cccc3c(N4CCOCC4)c([N+](=O)[O-])cc(c23)C(=O)N1c1cccc2ccccc12	19	6	-0.4	-1	4	96	2	96	14	1
9	COc1cc(C2N(c3ccc(F)cc3)C(=O)C3CCCN32)cc(OC)c1OC (centres undefined)	4	10	-0.1	23	1	99	2	99	-3	0.8
10	CCCN1C2CCCC1CC(NC(=O)c1ccc(F)cc1)C2 (centres undefined)	-2	4	-0.2	17	0	100	16	100	3	0.8
11	CN(Cc1ccccc1)C(=O)c1[nH]cnc1C(=O)N[C@@H](Cc1ccccc1)C(=O)OCc1ccccc1	12	nt	0.4	46	-1	102	-21	nt	-22	0.5
12	COc1ccc(N(C)S(=O)(=O)c2cccc(C(=O)NC3CCC(C)CC3)c2)cc1 (centres undefined)	-1	-7	0.0	22	8	92	-3	108	-4	0.8
13	CC(=O)N(c1ccc(Br)cc1)C1C=CS(=O)(=O)C1 (centres undefined)	0	5	0.0	7	-4	104	7	100	5	0.9
14	CC(Sc1ccccn1)C(=O)Nc1ccccc1 (centres undefined)	1	-2	-0.1	5	-18	116	-8	103	-67	1
15	O=S(=O)(Cc1ccccc1)N1CCc2ccccc21	-14	19	-0.1	4	2	98	-7	86	-6	1
16	CCn1c(=N)n(CC(=O)C(C)(C)C)c2ccccc21	9	-2	0.1	-14	10	91	2	105	64*	1.1
17	Cc1ccccc1N(C(=O)Cc1cccs1)C(C(=O)NCC1CCCO1)c1cccnc1 (centres undefined)	4	4	-0.3	4	1	99	16	103	-3	1
18	N#CC1=C2N=C(N)c3ccccc3N2C2=C(C(=O)CCC2)C1c1cccc(Cl)c1 (centres undefined)	9	-13	0.2	21	-3	103	8	111	-3	0.8
19	Cc1ccc(-c2cc(C(=O)N/N=C/C=C/c3ccccc3)n[nH]2)o1	3	18	-0.3	20	-4	103	-3	86	-1	0.8
20	COc1ccc2nc(SCC(=O)Nc3ccc4sc(C)nc4c3)c(C#N)cc2c1	-56	22	-0.1	10	2	100	-9	88	-12	0.9
21	CCOC(=O)c1[nH]c2ccc(OC)cc2c1NC(=O)OC	6	-1	-0.2	11	5	96	-23	105	4	0.9
22	COC(=O)c1ccc(CN2C(=O)NC3(CCCCC3)C2=O)cc1	1	-19	-0.3	12	-19	118	-11	116	-5	0.9
23	Cc1ccc(C(C)C)c(OCC(=O)Nc2ccc3c(c2)nc(CN2CCCC2)n3C)c1	15	10	-0.5	24	9	92	4	97	-12	0.8
24	CN(C)c1nc(N)nc(-c2cccnc2)n1	15	15	-0.3	-2	1	98	-8	92	8	1
25	COc1ccc(OC)c2[nH]c(=O)c(CCNC(=O)C(C)C)cc12	25	12	-0.2	16	4	96	5	94	-10	0.8
26	Cc1ccc(C)c(C(=O)O/N=C(\N)c2ccc(Br)cc2)c1	-2	-61	0.4	30	8	92	-3	155*	-10	0.7
27	COc1cccc(C2c3[nH]c4ccccc4c3CCN2Cc2cccc(C)n2)c1 (centres undefined)	6	-15	0.0	28	1	98	-2	126	-44	0.7
28	CCOC(=O)CSC1=C(C#N)C(c2ccccc2)C(C(C)=O)=C(C)N1 (centres undefined)	8	15	-0.2	-10	4	96	4	94	1	1.1
29	Cc1cccc(C(=O)N=c2c(C#N)cc3c(=O)n4cccc(C)c4nc3n2Cc2ccco2)c1	15	7	-0.2	60*	-5	105	-7	94	19	0.4
30	CCOC(=O)C1C(=O)CC(C)(O)C(C(=O)OCC)C1c1cc(Br)ccc1OC (centres undefined)	6	-2	-0.1	22	9	94	3	105	14	0.8
31	COc1ccc(NC(=O)c2ccc(-n3cccn3)c([N+](=O)[O-])c2)cc1	2	18	0.0	14	-4	101	15	88	-1	0.9
32	COc1ccc(Cn2nnnc2CN(Cc2cc3cc(C)ccc3[nH]c2=O)C2CCCC2)cc1	-27	0	0.1	21	4	97	1	104	7	0.8

# Arranged by the number under STAT1 act (smallest number first): some entries from above
no. | canonical_smiles | Hsp70 act | STAT1 inh | STAT1 act | TLR4-MyD88 BLA | STAT3 activator | APP 5UTR inh | Diaphorase act
25 | COc1ccc(OC)c2[nH]c(=O)c(CCNC(=O)C(C)C)cc12 | -0.2 | 4 | 96 | 5 | 94 | -10 | 0.8
32 | COc1ccc(Cn2nnnc2CN(Cc2cc3cc(C)ccc3[nH]c2=O)C2CCCC2)cc1 | 0.1 | 4 | 97 | 1 | 104 | 7 | 0.8
31 | COc1ccc(NC(=O)c2ccc(-n3cccn3)c([N+](=O)[O-])c2)cc1 | 0.0 | -4 | 101 | 15 | 88 | -1 | 0.9

# The results go on:
nr	compound	G6PDH CS	STAT3 inh	Hsp70 act	Diaphorase inh	STAT1 inh	STAT1 act	TLR4-MyD88 BLA	STAT3 activator	APP 5UTR inh	Diaphorase act
33	CC(=O)N(Cc1ccc(F)cc1)C1=C(NCCc2ccccc2)C(=O)c2ccccc2C1=O	50*	4	-0.2	49	1	99	7	102	44	0.5
34	O=C(Nc1ccc(NC(=O)c2cccs2)cn1)c1ccco1	2	48*	0.3	-1	-45	142*	2	60	-148	1
35	CN(C)c1nc(SCCOC(=O)Nc2ccccc2)nc(N(C)C)n1	10	21	-0.4	10	0	100	4	86	1	0.9
36	Cc1ccc(NC(=O)C2COc3ccccc3O2)nc1 (centres undefined)	0	-31	-0.2	9	-14	113	-7	127	-110	0.9
37	Cc1[nH]c2ccc(C(=O)O)cc2c1C	9	1	-0.3	-1	-8	107	-12	104	1	1
38	CCn1c(Cn2nnc(-c3ccccc3)n2)nnc1SCC(=O)Nc1cccc(C)c1C	4	2	-0.3	16	11	90	-8	100	-11	0.8
39	COc1cc(C(=O)Nc2ccc(N3CCOCC3)cc2)ccc1OCc1c(C)noc1C	-33	1	-0.3	15	1	99	-6	95	2	0.8
40	COC(OC)C12c3ccccc3C(c3ccccc31)C1C(=O)N(c3cccnc3)C(=O)C12 (centres undefined)	17	-2	-0.1	9	14	86	-2	106	-19	0.9
41	CCOC(=O)N/N=C/c1c(C)nn(-c2ccccc2Cl)c1Cl	-2	-14	0.2	12	-27	125	7	107	-55	0.9
42	CCC1CCCCN1S(=O)(=O)c1ccc(C(=O)Nc2nnc(-c3ccccc3Cl)o2)cc1 (centres undefined)	9	3	-0.1	22	-7	107	2	101	-7	0.8
43	COc1ccc(-c2cc(C(=O)N(C)Cc3ccccc3)no2)cc1OC	8	14	0.2	20	5	95	-1	92	-2	0.8
44	CCOC(=O)Cc1csc(Nc2ccc(Cl)cc2)n1	1	2	1.0	19	-6	106	-2	97	-11	0.8
45	CN(C)CCCNc1ncnc2c1cnn2-c1ccccc1	-4	19	0.3	2	-2	102	0	91	-16	1
46	CC(C)(C)N(NC(=O)c1ccccc1)C(=O)c1cccc(C(=O)N(NC(=O)c2ccccc2)C(C)(C)C)c1	3	4	-0.1	4	2	98	-1	102	-21	1
47	CCCCC(=O)NNC(=S)NC(=O)CCC	-1	-6	0.5	14	15	87	-10	106	0	0.9
48	CCOc1ccc(CCN2C(=O)c3cccnc3C2=O)cc1OCC	0	28	0.1	10	4	97	-7	82	-17	0.9
49	Cc1cccc(NC(=O)c2onc3c2CCCC3)n1	-2	71*	-0.7	-10	-22	119	-12	42	-158	1.1
50	COCCCNC(=O)CCCn1c(=O)c2ccccc2n(CC(=O)Nc2c(C)cccc2C)c1=O	-5	5	-0.2	7	1	100	-9	101	10	0.9
51	O=C(Cc1cccs1)NCc1ccc2c(c1)OCO2	6	2	-0.1	11	-16	114	4	101	-1	0.9
52	CN(C)C(=O)C[n+]1ccc(/C=N/O)cc1	8	13	-0.2	-6	7	94	1	93	7	1.1
53	O=C(Nc1ccc(F)cc1F)NC1CC1	2	24	0.1	-1	-6	104	4	88	-16	1
54	C=CCn1c(SCC(=O)N(C)C2CCS(=O)(=O)C2)nc2ccccc2c1=O (centres undefined)	2	4	-0.4	15	8	91	4	101	5	0.9
55	COc1ccc(Cn2c(=O)[nH]c3cc(C(=O)NCCCN4CCCC4)ccc3c2=O)cc1	0	-2	-0.2	-4	-4	104	-12	102	6	1
56	C/C(=C\C(=O)c1ccccc1)NNc1nc2ccccc2s1	-2	-4	-0.1	6	-2	101	10	113	-23	0.9
57	O=C(NCCCCC(NC(=O)c1ccc([N+](=O)[O-])cc1)C(=O)O)c1ccc([N+](=O)[O-])cc1 (centres undefined)	0	-6	-0.4	8	3	97	-13	106	10	0.9
58	N#C/C(=C/c1ccc(OCc2ccccc2)cc1)C(=O)NC1CCCCC1	-19	1	-0.2	15	-3	103	-5	103	-8	0.8
59	Cn1c(SCC(=O)c2ccccc2)nnc1-c1ccco1	2	-4	0.2	7	-29	126	-4	104	-38	0.9
60	Cc1ccc(/C(N)=N/OC(=O)c2ccco2)cc1	0	31	-0.1	9	6	94	8	77	-162	0.9
61	CCN(CC)S(=O)(=O)c1ccc(NS(=O)(=O)c2ccc(F)cc2)cc1	13	3	-0.6	10	9	89	9	99	3	0.9
62	O=C1CC(c2cccc(Cl)c2)CC(O)=C1C=Nc1cccc(Cl)c1 (centres undefined)	9	4	-0.3	10	3	97	-16	97	-7	0.9
63	C=CCNc1cc(N2CCCC2)ccc1[N+](=O)[O-]	10	7	-0.2	34	13	87	1	97	57*	0.7
64	COc1ccc(N2C(=O)CC(N3CCN(Cc4ccc5c(c4)OCO5)CC3)C2=O)cc1 (centres undefined)	-3	12	-0.1	-4	-2	102	-14	97	-12	1
65	CCS(=O)(=O)N1CCN(C(=O)c2cccc(OC)c2)CC1	3	12	-0.1	8	4	97	-10	95	1	0.9
66	CCOC(=O)N1CCN(C(=O)c2ccc3c(=O)n(CCC4=CCCCC4)c(=O)[nH]c3c2)CC1	2	14	-0.3	6	12	89	6	92	2	0.9
